High-throughput results (PubChem BioAssay)
A549 viability: A549 cytotoxicity, counter-screen for Nrf2 inhibitors; 390,000 tested, 0.16% active; Potency, µM (series often up to 46 µM), for the others: at the top dose activity change, negative = cytotoxicity, most hits filed as inhibitors; AID 504648; A549 ARE-Fluc cells, CellTiter-Fluor viability, 18-24 h; further: potency means the concentration at half of the fitted maximal effect; on the % scale 0 is the no-effect control and ±100 the full control effect
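A549 ARE-Fluc cells in 5% FBS OPTI-MEM, 5000 cells/well, rested 2 h then exposed to compounds in concentration-response for 18-24 h at 37 °C. Viability by CellTiter-Fluor fluorescence (Ex 405/Em 525) after 30 min; luciferase luminescence (BugLite, 15 min, RT) read afterwards.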
Nrf2 block: blocks Nrf2 signaling; 360,000 tested, 2.1% active; A549 ARE-Fluc reporter, luciferase luminescence, 18-24 h; Potency, µM (doses to about 46 µM), without a hit: top-dose activity change, negative = inhibition, most hits filed as inhibitors; further: potency means the concentration at half of the fitted maximal effect; on the % scale 0 is the no-effect control and ±100 the full control effect; nearly all actives have a fitted effect of over 60% in size
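Concentration-response testing used A549 ARE_Fluc cells at 5000 cells/well. Following an 18-24 h compound incubation, viability was read by fluorescence (Ex 405/Em 525) and luciferase output by luminescence.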
MCF10A rereplic: DNA re-replication induction in MCF 10a cells. MCF 10A DNA re-replication, Hoechst nuclear intensity, 48 h. Potency, µM (titrated, usually from 46.1 µM), inactives show top-dose activity, positive = re-replication, actives largely listed as activators. 350,000 tested, 2.9% active. AID 624296; further: potency means the concentration at half of the fitted maximal effect; % of control where 0% means no effect; nearly all actives have a fitted effect of over 50% in size
IL-1B inflam inh: inflammasome signaling inhibition, IL-1 beta readout | THP-1 LPS/ATP IL-1B secretion, AlphaLISA, 16 h; stronger effect = lower value | activity change, % at 57.5 µM | 360,000 tested, 4.7% active; in the data active means activity change below about -50%; inconclusive means mostly about -30% to -49%; further: on the % scale 0 is the no-effect control and ±100 the full control effect
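Secreted IL-1B measured by AlphaLISA bead assay after 16 h compound exposure of THP-1 cells; compounds (final up to 57.5 uM) added 1 h before LPS (250 ng/mL) and ATP (1.25 mM) stimulation; lower signal means less secretion.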
HepG2 tox: HepG2 cytotoxicity, counter-screen for TGF-b inhibitors | HepG2 CAGA-GFP viability, ATP luminescence, 18 h | Potency, µM (top dose mostly 46.1 µM), without a hit: at the top dose activity change, negative = cytotoxicity, actives largely listed as cytotoxic | 410,000 tested, 0.76% active | AID 588856; further: potency means the concentration at half of the fitted maximal effect; some results filed as inactive show a strong effect at the top dose
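HepG2 CAGA-GFP cells (1000/well, DMEM with 1% FBS) received compound, then TGF-beta at 500 pg/mL final, and were incubated 18 hours at 37 degrees C. Viability was read by CellTiter-Glo luminescence. Media-only wells were set as complete cell-killing and DMSO as no toxicity.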
ATXN2 expr inh: inhibitors of ATXN2 expression | HEK-293 ATXN2-luciferase reporter, luminescence, 24 h | Potency, µM (highest dose often 57 µM), for the others: at the top dose activity change, negative = inhibition, hits mostly inhibitors | 360,000 tested, 0.72% active | AID 1745845; further: potency means the concentration at half of the fitted maximal effect; on the % scale 0 is the no-effect control and ±100 the full control effect; nearly all actives have a fitted effect of over 55% in size
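ATXN2-luciferase reporter cells (luciferase flanked by upstream and downstream ATXN2 gene portions) were treated 24 h at 37 °C with compounds at up to 57 uM. SteadyGlo luminescence gave expression; GF-AFC fluorescence gave viability.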
Nrf2 ARE act: activators of Nrf2 (ARE) signaling. 410,000 tested, 0.31% active. Potency, µM (doses to about 46.1 µM), for the others: at the top dose activation, actives largely listed as activators. AREc32 ARE-luciferase reporter (MCF7-derived line), luminescence, 24 h; further: potency means the concentration at half of the fitted maximal effect; % of control where 0% means no effect; nearly all actives have a fitted effect of over 65% in size
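ARE-driven firefly luciferase activity in AREc32 cells measured after a 24 hr compound exposure at 37 deg C, using Steady-Glo reagent and a 30 min room-temperature hold.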
S2 tox: reduces viability in counter-screen for ATXN expression inhibitors; AID 651635; 400,000 tested, 0.49% active; S2 cells (HEK-293 line with an ATXN2-luciferase reporter) viability, CellTiter-Fluor protease fluorescence, 24 h; Potency, µM (doses to about 56.7 µM), usual class: cytotoxic; further: potency means the concentration at half of the fitted maximal effect; nearly all actives have a fitted effect of over 40% in size
TGFb SMAD3 inh: TGF-b pathway inhibition. HepG2 CAGA-GFP TGF-b/SMAD3 reporter, GFP fluorescence, 18 h; TGF-beta stimulated, 500 pg/mL final. 410,000 tested, 1.2% active. Potency, µM (doses to about 46.1 µM), for the others: at the top dose activity, negative = inhibition, most hits filed as inhibitors; further: potency means the concentration at half of the fitted maximal effect; on the % scale 0 is the no-effect control and ±100 the full control effect; nearly all actives have a fitted effect of over 65% in size
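HEPG2 CAGA-GFP reporter cells (1000/well, DMEM with 1% FBS) received compounds, then recombinant TGF-beta at 500 pg/mL final for 18 hours at 37 degrees C. Per-cell GFP summed per well was normalised to unstimulated and stimulated DMSO controls before curve fitting.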
* hit, by the source's call; i = inactive; ? = inconclusive; / = no result given; & = joins results of further samples; [ ] = remark or other dose. Unless noted, the call rests on the fitted dose curve; in most records, active means well fitted curve in the direction sought with a large enough effect; inconclusive means small, poorly fitted or top-dose-only effect, or another doubt; inactive means no such curve, though single readings can be large; an effect the other way counts as inactive or inconclusive.

SMILES	A549 viability	Nrf2 block	MCF10A rereplic	IL-1B inflam inh	HepG2 tox	ATXN2 expr inh	Nrf2 ARE act	S2 tox	TGFb SMAD3 inh
CC1CN(C(=O)CCC(=O)NC(C)c2ccccc2)c2cc(Cl)ccc2O1 (stereo not given)	-1%	13%	6%	-1	-27%	7%	-0.9%	i	-8%
CC1(C)CC2CC(C)(CN2S(=O)(=O)c2cccc(C(=O)OCC(=O)NC(N)=O)c2)C1 (stereo not given)	-1%	1%	-6%	39	-10%	7%	-0.7%	i	-38%
Nc1nc(-c2ccc(Br)cc2)cs1	4%	18%	?	0	-8%	40%[activator]	4.4%	i	-8%
CCCOc1ccc(N/C=C/C(=O)c2ccc(OC)c(OC)c2)cc1	5%	20%	?	-21	-16%	-7%	2.3%	i	-10%
O=C(N/N=C/c1ccco1)c1ccccc1OCc1ccccc1Cl	2%	23%	1%	11	-3%	-4%	-0.6%	i	-4%
Cc1c(/C=N/NC(N)=O)c2ccccn2c1C(=O)c1ccncc1	-21%	-29%	16%	-22	-9%	4%	8.9%	i	-2%
COc1ccc(OC)c(NC(=O)C2=C(C)C(=O)OC23CCCCCC3)c1	12%	?	/	/	-35%	-5%	0.0%	i	11%
COc1ccc(C(C)(C)C)cc1NC(=O)COC(=O)CSCc1c(C)noc1C	8%	-5%	3%	-16	-24%	3%	5.0%	i	1%
CC(C)(C)C1CCC(=NNC(=O)c2ccccc2-n2cccc2)CC1 (stereo not given)	-1%	21%	-2%	13	-7%	4%	3.2%	?	-3%
O=c1c2ccccc2c(=O)n2n1Cc1ccccc1C2	-11%	20%	-1%	-18	1%	16%	3.0%	?	-2%
COC(=O)C1=C(C(=O)OC)[C@@H]2Nc3ccccc3[C@@]23C[C@@H](C(=O)OC)N(C(C)=O)C3=N1	4%	-2%	?	29	-2%	8%	-0.9%	i	10%
COc1ccc([N+](=O)[O-])cc1/C=N/NC(=O)CNC(=O)C(c1ccccc1)c1ccccc1	-10%	-1%	14%	11	1%	2%	12%	i	13%

Compounds above that have sulfur:
SMILES	A549 viability	Nrf2 block	MCF10A rereplic	IL-1B inflam inh	HepG2 tox	ATXN2 expr inh	Nrf2 ARE act	S2 tox	TGFb SMAD3 inh
CC1(C)CC2CC(C)(CN2S(=O)(=O)c2cccc(C(=O)OCC(=O)NC(N)=O)c2)C1 (stereo not given)	-1%	1%	-6%	39	-10%	7%	-0.7%	i	-38%
Nc1nc(-c2ccc(Br)cc2)cs1	4%	18%	?	0	-8%	40%[activator]	4.4%	i	-8%
COc1ccc(C(C)(C)C)cc1NC(=O)COC(=O)CSCc1c(C)noc1C	8%	-5%	3%	-16	-24%	3%	5.0%	i	1%

Next part.
SMILES	A549 viability	Nrf2 block	MCF10A rereplic	IL-1B inflam inh	HepG2 tox	ATXN2 expr inh	Nrf2 ARE act	S2 tox	TGFb SMAD3 inh
O=C(N/N=C/c1ccc(Cl)c([N+](=O)[O-])c1)c1cc(-c2ccc3c4c(cccc24)CC3)n[nH]1	?	?	?	?	-66%	4%	5.4%	i	?
CC1CN(c2nc3c(c(=O)n(Cc4ccc(Cl)c(Cl)c4)c(=O)n3C)n2C)CC(C)O1 (stereo not given)	?	23µM*	?	-1	-7%	-18%	0.1%	i	-28%
Nc1ncnc2c1ncn2[C@@H]1O[C@H](C(=O)N2CCCN(Cc3cccs3)CC2)[C@@H](O)[C@H]1O	/	/	/	-17	-22%	1%	0.2%	i	1%
CC(/C=C/c1ccccc1)=N/O	-4%	10%	-3%	-19	2%	30%	-0.1%	?	3%
CCC(C)N(C)C(=O)c1cc2ccccc2c(-c2ccccc2Cl)n1 (stereo not given)	-6%	?	-2%	-2	7%	-17%&5%	-0.4%	i	-1%
COC(=O)CC(CC(=O)OC)n1cccc1	-10%	1%	-3%	5	-2%	2%	-0.3%	i	6%
COc1cc(OC)cc(C(=O)N[C@H](C(=O)NCc2cccs2)C(C)C)c1	0%	2%	11%	16	-3%	-12%	-0.2%	i	-17%
COc1ccccc1CNC(=O)CCNS(=O)(=O)c1cc(Br)cnc1N	-6%	0%	4%	16	-1%	4%	0.2%	i	4%
COc1ccc(N2CCN(C(=O)CSc3nnc4ncccn34)CC2)cc1	0%	/	-4%	8	-2%	2%	0.4%	i	-11%
COCCc1ccc(OCC(O)CNC(C)C)cc1 (stereo not given)	-7%&-6%&-1%	10%&0%&3%	-30%&-17%&0%	-6&14&-24	-2%&-17%&1%	4%&0%&-4%&5%	0.3%&0.4%&0.2%	?	-1%&21%&-13%
COc1ccc(CCNc2oc(/C=C/c3cc(OC)c(OC)c(OC)c3)nc2C#N)cc1OC	13%	-13%	/	/	-31%	/	3.9%	/	10%
OC(c1cccc(F)c1)c1ncc(-c2ccc3ccccc3c2)[nH]1 (stereo not given)	/	/	/	13	-34%	16%	4.9%	i	-4%

An excerpt from above, limited to TGFb SMAD3 inh and IL-1B inflam inh.
mol	TGFb SMAD3 inh	IL-1B inflam inh
CC(/C=C/c1ccccc1)=N/O	3%	-19
CCC(C)N(C)C(=O)c1cc2ccccc2c(-c2ccccc2Cl)n1 (stereo not given)	-1%	-2
COC(=O)CC(CC(=O)OC)n1cccc1	6%	5

Next section
SMILES	A549 viability	Nrf2 block	MCF10A rereplic	IL-1B inflam inh	HepG2 tox	ATXN2 expr inh	Nrf2 ARE act	S2 tox	TGFb SMAD3 inh
O=C(Nc1cc(Cl)ccc1Oc1ccccc1)c1ccc(F)cc1	13%	17%	?	0	-7%	1%	4.5%	i	-15%
Cn1c(=O)[nH]c(=O)c2c1nc(SCC(=O)O)n2Cc1ccccc1	-9%	1%	24%	6	3%	/	0.3%	i	2%
Cc1ccc(S(=O)(=O)N(C)c2ccc(OCC(=O)Nc3cccc(-n4cnnn4)c3C)cc2)cc1	0%	-12%	0%	13	-28%	/	2.8%	i	-29%
Cc1ccc2[nH]c(=O)c(CN(CCN3CCOCC3)C(=O)Nc3ccc(F)cc3)cc2c1	1%	-5%	4%	-19	-14%	-12%	0.8%	i	0%
COc1ccc(-n2ncc(C(C)NS(=O)(=O)c3ccc(C(C)=O)cc3)c2C)cc1 (stereo not given)	-3%	2%	3%	0	-71%	-5%	0.1%	i	-4%
CN1/C(=C/C(=S)NC(=O)C2(C)CC2(Cl)Cl)C(C)(C)c2ccccc21 (stereo not given)	-12%	?	9%	-13	-5%	-21%	3.6%	?	-18%
Cc1ccc(Cc2nc3ccccc3nc2SCC(=O)NCCC(C)C)cc1	2%	/	/	/	1%	-3%	0.5%	?	-22%
Cc1ccc(Cn2ccc(NC(=O)c3cc(-c4ccccc4)on3)n2)cc1	-7%	-44%	-2%	-18	-26%	3%	0.4%	i	-9%
COc1ccc(CCNC(=O)c2ccc3c(c2)S(=O)(=O)N=C2CCCCCN23)cc1	1%	0%	?	-4	2%	-1%	-0.2%	i	13%
CCOc1cc(/C=N/Nc2cccc(C(=O)O)c2)ccc1OC(=O)c1ccccc1	-3%	?	1%	6	-12%	14µM*	-1.8%	i	-2%
O=C(/C=C/c1ccccc1)NCC1(c2ccccc2)CCOCC1	11%	8%	-3%	-6	-6%	-21%	-0.8%	i	4%
Cc1nn(-c2ccccc2)c(Cl)c1C(=O)Nc1ccc(N2CCOCC2)cc1	4%	?	0%	5	-17%	-21%	0.1%	i	?

Four of these compounds in a different format.
Molecule,A549 viability,Nrf2 block,MCF10A rereplic,IL-1B inflam inh,HepG2 tox,ATXN2 expr inh,Nrf2 ARE act,S2 tox,TGFb SMAD3 inh
COc1ccc(CCNC(=O)c2ccc3c(c2)S(=O)(=O)N=C2CCCCCN23)cc1,1%,0%,?,-4,2%,-1%,-0.2%,i,13%
Cc1ccc(Cn2ccc(NC(=O)c3cc(-c4ccccc4)on3)n2)cc1,-7%,-44%,-2%,-18,-26%,3%,0.4%,i,-9%
CCOc1cc(/C=N/Nc2cccc(C(=O)O)c2)ccc1OC(=O)c1ccccc1,-3%,?,1%,6,-12%,14µM*,-1.8%,i,-2%
Cc1ccc(S(=O)(=O)N(C)c2ccc(OCC(=O)Nc3cccc(-n4cnnn4)c3C)cc2)cc1,0%,-12%,0%,13,-28%,/,2.8%,i,-29%

Remaining list, next part:
SMILES	A549 viability	Nrf2 block	MCF10A rereplic	IL-1B inflam inh	HepG2 tox	ATXN2 expr inh	Nrf2 ARE act	S2 tox	TGFb SMAD3 inh
COc1ccc(CCNC(=O)c2cnc3n(c2=O)CCS3)cc1OC	-1%	/	-4%	-1	-2%	19%	0.3%	i	-10%
CCNC(=O)C1(C)CCCN(Cc2csc3ccccc23)C1 (stereo not given)	/	/	/	0	-4%	-6%	0.5%[9.22 µM]	i	11%
CCOC(=O)c1c(-c2ccccc2)csc1NC(=O)/C(C#N)=C/c1ccc(O)c(OC)c1	-13%	-21%	21µM*	-17	-6%	0%	0.7%	i	492%[activator]
O=C(Cc1cccc2ccccc12)Nc1ccc(Br)cc1C(=O)O	-10%	21%	-2%	30	14µM*	/	-1.2%	/	-23%
CCOc1cc(N2CCOCC2)c(OCC)cc1NC(=O)c1ccc2ncsc2c1	14%	6%	20%	-18	-4%	/	-0.1%	i	7%
CCOC(=O)CSc1nc2cc3c(cc2cc1C#N)OCCO3	1%	21%	23%	21	5%	106%[activator]	5.2%	i	1%
CC(Oc1ccc2ccc(=O)oc2c1)C(=O)NCCCn1ccnc1 (stereo not given)	2%	-2%	-1%	-13	3%	5%	0.1%	i	16%
CN(C(=O)Nc1ccc(Cl)cc1)n1cnc2ccccc2c1=O	-4%	-27%	1%	-1	-40%	9%	0.1%	i	0%
